# Compound activity deposited in PubChem by The Scripps Research Institute Molecular Screening Center.
# TEAD-YAP block: TEAD-YAP interaction inhibition. HEK-TIYL cells, TEAD-Gal4/YAP UAS-luciferase luminescence. AID 1259422. inhibition, % at 9.12 µM. hit rate 1.4% among 640,000; in the data active = inhibition above about 32%;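 note: 0% = median of test compound wells and 100% = reference inhibitor wells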
# MITF primary: blocks human microphthalmia-associated transcription factor; O75030; hit rate 0.91% among 650,000; inhibition, % at 2.6 µM; AlphaScreen MITF homodimerization, bead proximity signal; in the data active = inhibition above about 50%;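 note: 0% = vehicle wells with protein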
# Target sequence (O75030 whole entry, looked up): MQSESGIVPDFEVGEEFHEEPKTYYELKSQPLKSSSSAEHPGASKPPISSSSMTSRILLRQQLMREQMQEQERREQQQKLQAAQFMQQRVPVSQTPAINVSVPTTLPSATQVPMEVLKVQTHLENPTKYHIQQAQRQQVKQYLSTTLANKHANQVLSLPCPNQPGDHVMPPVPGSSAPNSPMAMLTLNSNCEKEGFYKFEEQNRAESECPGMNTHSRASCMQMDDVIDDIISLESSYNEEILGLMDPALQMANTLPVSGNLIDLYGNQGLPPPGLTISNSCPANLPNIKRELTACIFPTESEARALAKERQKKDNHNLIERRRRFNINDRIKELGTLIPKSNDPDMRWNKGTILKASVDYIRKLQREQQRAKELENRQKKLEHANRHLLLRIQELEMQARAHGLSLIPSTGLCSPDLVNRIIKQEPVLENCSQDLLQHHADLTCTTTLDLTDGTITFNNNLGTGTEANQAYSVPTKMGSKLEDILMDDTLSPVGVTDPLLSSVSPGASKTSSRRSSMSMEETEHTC
# FBW7 activator: human FBW7 E3 ligase activation, primary screen. Q969H0. AlphaScreen FBW7–phospho-cyclin E peptide binding, activator screen. normalized activity (activation), % at 26.1 µM. hit rate 0.13% among 650,000. AID 1259310; in the data active = normalized activity above about 1.9%;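 note: purified mutant Fbw7 with reduced substrate affinity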
# GPR151 ag: activators of human GPR151; PathHunter beta-arrestin GPR151 cells, luminescence; hit rate 1% among 650,000; Q8TDV0; AID 1508602; activation, % at 11.2 µM; in the data active = activation above about 4.9%;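 note: 0% = median of compound wells and 100% = cells with positive control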
# Target sequence (Q8TDV0 whole entry, looked up): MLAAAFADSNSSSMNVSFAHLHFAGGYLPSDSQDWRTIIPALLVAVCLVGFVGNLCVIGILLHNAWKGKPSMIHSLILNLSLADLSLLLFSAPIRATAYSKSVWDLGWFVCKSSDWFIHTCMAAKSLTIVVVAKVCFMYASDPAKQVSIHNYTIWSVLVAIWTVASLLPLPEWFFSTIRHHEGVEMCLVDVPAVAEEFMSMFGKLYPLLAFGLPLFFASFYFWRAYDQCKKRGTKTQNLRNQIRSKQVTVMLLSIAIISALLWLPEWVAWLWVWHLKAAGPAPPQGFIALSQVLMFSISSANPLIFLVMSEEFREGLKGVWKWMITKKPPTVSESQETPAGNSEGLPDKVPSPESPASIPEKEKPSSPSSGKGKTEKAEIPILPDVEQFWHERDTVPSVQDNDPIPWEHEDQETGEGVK
# Starred values were filed as active, the others as inactive; & = joins results of further samples.
nr	SMILES	TEAD-YAP block	MITF primary	FBW7 activator	GPR151 ag
1	COc1cccc(-n2cc(C(=O)Nc3cc([N+](=O)[O-])ccc3OC)c3ccccc3c2=O)c1	10	-2	-0.1	1.2
2	CCOc1ccnc2c1c(=O)n(CC#N)c(=O)n2C	-1	20	0.0	-1.2
3	CSc1cccc(Nc2c(-c3ccccc3)c(=O)c2=O)c1	0	3	-0.3	0.0
4	c1ccc(OCCCn2c(-c3ccco3)nc3ccccc32)cc1	-13	1	0.1	2.3
5	CC(=O)c1cccc(NC(=S)NCc2cccs2)c1	-5	-13	-0.2	0.3
6	COc1ccccc1C(=O)COC(=O)CNS(=O)(=O)/C=C/c1ccccc1	10	-1	0.0	-0.2
7	CC(C)OC(=O)NC(Nc1ccc(S(N)(=O)=O)cc1)(C(F)(F)F)C(F)(F)F	11	11	-0.3	4.0
8	COc1ccc(CCNc2cn[nH]c(=O)c2Cl)cc1OC	-1	1	-0.1	-1.2
9	COc1ccc(S(=O)(=O)NCC2CCC(C(=O)N3CCc4ccccc43)CC2)cc1 (centres undefined)	1	-11	0.0	1.1
10	CCCn1nnc(NC(=O)c2ccc(OCC)c(Br)c2)n1	-9	10	0.2	0.8
11	O=C(O)CCN1C(=O)/C(=C\c2ccco2)SC1=S	-6	36	-0.2	11*
12	CN(c1ccc(Br)cc1)S(=O)(=O)c1ccc2[nH]cc(C(=O)N3CCN(Cc4ccccc4)CC3)c(=O)c2c1	-5	0	-0.1	3.7
13	CC(=O)c1ccc(OCCCC(=O)Nc2cccc(S(=O)(=O)N3CCOCC3)c2)cc1	1	8	0.2	-0.2
14	CC(=O)N[C@H]1[C@H](Oc2ccc(Cl)cc2Cl)O[C@H](CO)[C@@H](O)[C@@H]1O	-2	-5	-0.1	1.0
15	N=C1S/C(=C\c2ccccc2)C(=O)N1c1ccc(F)cc1	4	17	0.8	0.6

# Three compounds already listed, ordered by SMILES length, rising.
nr	SMILES	TEAD-YAP block	MITF primary	FBW7 activator	GPR151 ag
15	N=C1S/C(=C\c2ccccc2)C(=O)N1c1ccc(F)cc1	4	17	0.8	0.6
6	COc1ccccc1C(=O)COC(=O)CNS(=O)(=O)/C=C/c1ccccc1	10	-1	0.0	-0.2
12	CN(c1ccc(Br)cc1)S(=O)(=O)c1ccc2[nH]cc(C(=O)N3CCN(Cc4ccccc4)CC3)c(=O)c2c1	-5	0	-0.1	3.7

# Remaining list, next part
nr	SMILES	TEAD-YAP block	MITF primary	FBW7 activator	GPR151 ag
16	CCCCn1c(=N)c(S(=O)(=O)c2ccc(Cl)cc2)cc2c(=O)n3ccccc3nc21	-4	2	0.1	0.0
17	CCOc1cc(C2/C(=C(/O)c3ccc(Cl)cc3)C(=O)C(=O)N2CC(C)C)ccc1O (centres undefined)	-3	4	-0.1	0.3
18	NC(=O)C1CCN(C(=O)CCCn2c(=S)[nH]c3ccccc3c2=O)CC1	-31	-1	0.2	2.2
19	C=CCNc1cc(-c2cccnc2)nc(-c2ccccn2)n1	10	-13	0.4	-0.4
20	COc1cc(-c2cnc3ccc(N[C@H](CO)C(C)C)nn23)ccc1O	93*	-12	-0.5	-0.4
21	COCCn1c(N(C)C)nc2c1c(=O)[nH]c(=O)n2C	1	0	0.2	-0.3
22	O=C(CSCc1ccc(F)cc1)NC1CCCC1	-15	0	-0.1	-0.9
23	CCOC(=O)c1c(NC(=O)C(C)Sc2nnc(CNC(=O)c3cccc(C)c3)n2C)sc2c1CCC2 (centres undefined)	-3	3	0.1	-0.8
24	O=C1CN(CC(=O)Nc2ccccc2Cl)CCN1	8	-1	-0.1	0.4
25	CCCOCCOC(=O)C1=C(C)NC2=C(C(=O)CC(C)(C)C2)C1c1ccc(F)c(F)c1 (centres undefined)	8	-6	-0.1	0.4
26	COc1cccc(CN2CCC3(CC2)CC3C(=O)N2CCN(Cc3ccccc3)CC2)c1O (centres undefined)	7	3	0.1	-1.6
27	Cn1c(SC2CCOC2=O)nc2sc3c(c2c1=O)CCC3 (centres undefined)	7	14	0.0	-0.2
28	CC1(C)CC(=O)C2=C(C1)Nc1[nH]c(=O)[nH]c(=O)c1C2c1ccc(O)cc1 (centres undefined)	6	4	-0.1	-0.2
29	CCOC(=O)N1CCN(C(=O)c2c[nH]c3ccc(S(=O)(=O)N(C)c4ccccc4CC)cc3c2=O)CC1	7	13	0.1	1.3
30	CCOc1ccccc1-n1c(=S)sc2c(=O)n(-c3ccc(F)cc3)c(SCC(=O)c3ccccc3)nc21	-4	0	0.0	0.3

# Reprinted at random: six records from the list.
nr	SMILES	TEAD-YAP block	MITF primary	FBW7 activator	GPR151 ag
19	C=CCNc1cc(-c2cccnc2)nc(-c2ccccn2)n1	10	-13	0.4	-0.4
18	NC(=O)C1CCN(C(=O)CCCn2c(=S)[nH]c3ccccc3c2=O)CC1	-31	-1	0.2	2.2
30	CCOc1ccccc1-n1c(=S)sc2c(=O)n(-c3ccc(F)cc3)c(SCC(=O)c3ccccc3)nc21	-4	0	0.0	0.3
27	Cn1c(SC2CCOC2=O)nc2sc3c(c2c1=O)CCC3 (centres undefined)	7	14	0.0	-0.2
29	CCOC(=O)N1CCN(C(=O)c2c[nH]c3ccc(S(=O)(=O)N(C)c4ccccc4CC)cc3c2=O)CC1	7	13	0.1	1.3
21	COCCn1c(N(C)C)nc2c1c(=O)[nH]c(=O)n2C	1	0	0.2	-0.3

# Further results follow:
nr	SMILES	TEAD-YAP block	MITF primary	FBW7 activator	GPR151 ag
31	CCOc1ccc(-c2csc(/C(C#N)=C/c3ccc(Br)cc3)n2)cc1	-11	2	-0.1	0.1
32	Cc1ccc(-c2nn3c4ccc(NC(=O)Cn5ccnc5)cc4nc3c3ccccc23)cc1	-5	2	0.2	0.3
33	COc1ccc(NC(=O)COC(=O)CN2C(=O)C3CCCCC3C2=O)c([N+](=O)[O-])c1 (centres undefined)	8	6	0.0	-0.2
34	O=C(Cc1cccs1)Nc1nnc(-c2ccc(F)cc2)s1	-12	29	0.0	-0.8
35	O=C(O)C1CSC(c2ccc(Cl)c([N+](=O)[O-])c2)N1 (centres undefined)	9	12	0.1	-1.2
36	O=C(NNC(=O)c1cc2ccccc2oc1=O)c1ccc(COc2ccccc2)o1	-3	10	0.7	-2.7
37	CCc1ccc(NC(=O)CSc2ccnc(=O)[nH]2)cc1	-3	8	-0.2	1.3
38	Cc1ccc(-c2n[nH]c(=O)c3ccccc23)cc1S(=O)(=O)NC(C)c1ccccc1 (centres undefined)	-2	3	-0.1	-0.3
39	COC(=O)C1=C(C)N(C)C(=S)NC1c1cc(OC)ccc1OC (centres undefined)	-17	-5	-1.0	0.4
40	C=CCN1CCN(C(c2ccccc2)c2nnnn2Cc2ccco2)CC1 (centres undefined)	-5	16	0.0	-0.9
41	CC(=O)NC(CCS(C)(=O)=O)C(=O)Nc1cccc(F)c1 (centres undefined)	-8	2	0.0	-0.6
42	Cc1oc(-c2ccc(Cl)cc2)nc1CN1CCCC(C(=O)NCCN2CCOCC2)C1 (centres undefined)	5	7	0.0	-0.5
43	O=C(c1ccc(Sc2ccccc2Cl)c([N+](=O)[O-])c1)N1CCc2ccccc2C1	5	3	-0.5	1.0
44	OCCCc1nc2n(n1)C(c1ccc(Cl)cc1)C=C(c1ccc(F)cc1)N2 (centres undefined)	10	-6	-0.1	1.8
45	CCCNCc1c(C(=O)O)c(C)n(Cc2ccccc2)c1C	-1	22	0.1	0.1
46	O=C(c1cccc(C(=O)N2CCN(c3ccc(F)cc3)CC2)c1)N1CCN(c2ccc(F)cc2)CC1	22	0	-0.3	0.6
47	CCCCSc1nnc2c(n1)OC(c1cc3c(cc1[N+](=O)[O-])OCO3)Nc1ccccc1-2 (centres undefined)	-29	3	-1.5	-0.4
48	N#CC1(C#N)C(c2ccco2)NC23CCCCC2C1(C#N)C(=O)N3 (centres undefined)	3	-27	0.1	0.3
49	Cc1ccc(C2=NS(=O)(=O)N(C)C(C(=O)N3CCC(C)C4CCCCC43)=C2)cc1 (centres undefined)	6	6	-0.1	2.5
50	CC1CN(c2oc(-c3ccc(F)cc3)nc2C#N)CC(C)O1 (centres undefined)	-8	-13	0.0	0.2
51	Cc1ccc2nc(-c3ccc(N)cc3)oc2c1	66*	4	-0.3	-5.7
52	Cc1cccc(N2C(=O)c3ccc(Oc4ccc5c(c4)C(=O)N(c4cccc(C)n4)C5=O)cc3C2=O)n1	3	5	0.0	0.9
53	N#Cc1cccc(NC(=O)COC(=O)CCc2nc3sc4c(c3c(=O)[nH]2)CCCC4)c1	0	12	0.2	-1.2
54	Cc1onc(-c2ccccc2)c1CNS(=O)(=O)c1ccc2c(c1)OCCO2	8	7	0.3	-0.6
55	COc1ccc2nc(CN3CCc4nc(N5CCC(C)CC5)[nH]c(=O)c4C3)ccc2c1	3	-4	0.0	-0.8
56	CCc1ccc(NC(=O)c2sc3nc4c(cc3c2N)C(=O)CC(C)(C)C4)cc1	-6	9	0.1	0.3
57	COc1ccc(C(=O)C2CC(C)(C)NC(C)(C)C2)cc1OC	-5	1	-0.4	-0.2
58	COc1cccc(CN2CCNC(=O)C2CC(=O)NCCCn2ccnc2)c1 (centres undefined)	3	2	0.2	3.7
59	CCn1nnnc1NCc1cccc(Cl)c1	3	0	0.1	-0.8
60	CC(=O)c1cccc(Nc2nc(-c3ccc(O)cc3)cs2)c1	3	8	-0.1	-0.1

# Results in sequence from above:
# Compounds 27–32 in GPR151 ag, in turn: -0.2, -0.2, 1.3, 0.3, 0.1, 0.3

# Later entries.
nr	SMILES	TEAD-YAP block	MITF primary	FBW7 activator	GPR151 ag
61	Cc1c(C(=O)OCC(=O)c2ccc(Cl)cc2)cccc1[N+](=O)[O-]	-8	13	-0.1	-0.4
62	CC1(C)Cc2cccc(Oc3ccc(C(N)=O)cc3[N+](=O)[O-])c2O1	-2	-5	0.0	3.9
63	C=CCn1c(SCc2cc(F)ccc2F)nc2cc(C(=O)NCC3CCCO3)ccc2c1=O (centres undefined)	-8	-3	0.1	1.1
64	C=CCNCCC1CCC(=O)N1Cc1cccc(C(F)(F)F)c1 (centres undefined)	4	15	-0.1	0.0
65	COc1ccc2cc(S(=O)(=O)N3CCN(C)CC3)ccc2c1	-8	-10	-0.1	-1.5
66	COc1cccc(-c2nc(-c3ccccc3)no2)c1	-67	3	0.6	-2.5
67	CNS(=O)(=O)c1ccc(Cl)c(C(=O)O)c1	2	2	-0.1	-0.2
68	Cc1cn[nH]c1C1CCCN(S(=O)(=O)c2ccc(C(C)(C)C)cc2)C1 (centres undefined)	10	6	0.2	-1.1
69	Cc1ccc(-c2csc(N(C)C(=O)C3CC3)n2)cc1	-88	-5	-0.1	-1.4
70	O=Cc1ccccc1OC(=O)c1ccccc1[N+](=O)[O-]	-1	26	0.1	-1.4
71	COc1ccc(NC(=O)c2cc3ccc(OC)cc3oc2=Nc2ccc(C(=O)O)cc2)c(OC)c1	16	-9	0.0	11*
72	Cc1ccc(NC(=O)C2CCCC2)cc1F	-3	4	-0.1	0.3
73	COC(=O)C1=C(C)NC(=O)NC1c1ccc(OC(=O)c2cccs2)c(OC)c1 (centres undefined)	-4	3	0.2	-0.7
74	Cn1cnnc1SCc1nc2ccccc2[nH]1	-2	-5	0.0	-0.2
75	COc1ccc(C(C)C)cc1S(=O)(=O)Nc1ccc(NC(C)=O)cc1	-7	7	-0.1	1.2
76	CC(C)(C)n1nc2c(c1NC(=O)c1ccc(Cl)cc1Cl)CS(=O)C2 (centres undefined)	7	12	0.1	1.8
77	O=C(COC(=O)c1ccc2c(c1[N+](=O)[O-])C(=O)c1ccccc1C2=O)NCc1ccco1	-4	15	-0.1	-4.3
78	O=C(Nc1ccc(-c2ccc(O)cc2)cc1)c1ccccc1	-33	19	0.1	0.0
79	Cc1ccc(N(CC(=O)Nc2ccc(C)c(Cl)c2)S(C)(=O)=O)cc1	-8	-29	-0.1	3.6
80	Cc1ccc(CN2C3=C(C(=O)CC(C)(C)C3)C(c3ccc(Br)cc3)C3=C2CC(C)(C)CC3=O)cc1	3	-1	0.1	-0.2
81	O=C(Nc1nc(-c2ccc3ccccc3c2)cs1)c1ccccc1Oc1ccccc1	-6	0	-0.2	2.1
82	Cc1c(C(=O)O)sc2ncnc(N3CCCCC3C)c12 (centres undefined)	4	-7	-0.1	-0.2
83	COC(=O)CSC1=C(C#N)C(c2ccccc2Cl)C(C(=O)OC)=C(C)N1 (centres undefined)	5&5	1&9	-0.1&0.1	0.2&-0.2
84	COc1cccc(/C=N/N=C2\NC(=O)C(CC(=O)O)S2)c1 (centres undefined)	6	18	0.0	-1.5
85	COc1cc(NC(=O)CCS(=O)(=O)c2nc(-c3ccc4c(c3)OCO4)cc(C(F)(F)F)n2)cc(OC)c1OC	-10	10	0.1	-1.3
86	CCN(CC)C(=O)CSc1nc2ccc(OC)cc2cc1C	-4	8	-0.2	0.3
87	Cc1cc2c(o1)c1cnn(CC(=O)N(C(C)C)C(C)C)c(=O)c1n2C	3	-3	-0.1	1.6
88	Cn1c(=O)c(=O)n(C)c2cc(C(=O)NCc3ccco3)ccc21	1	-17	0.1	0.8
89	Cc1cccc(NC(=S)NNC(=O)c2ccccc2)c1	-45	20	0.2	-2.6
90	O=C(c1ccc(Cn2cc(Cl)cn2)o1)N1CCC(O)(c2ccccn2)CC1	1	7	0.9	-1.0
91	CN(C)C(=O)c1ccc(-c2cnc3c(n2)[nH]c(=O)n3CC2CC2)cc1	9	22	0.4	1.0
